DUSP1 inh = inhibitors of human MKP-1 phosphatase; recombinant MKP-1, OMFP hydrolysis fluorescence; AID 374; P28562; actives 0.15% (n = 65,000); inhibition, %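 (compounds tested at a single concentration somewhere between 10 and 100 µM)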;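 active means inhibition above about 50%, limit read from the data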;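 further: 0% = DMSO max control wells and 100% = wells with enzyme stopped by NaOH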
PKA kinase inh = blocks human protein kinase A activity. P17612. PKA Kemptide phosphorylation, Kinase-Glo ATP luminescence. inhibition, % at 6 µM. actives 0.1% (n = 65,000);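 active means inhibition above the screen-wide mean inhibition plus 3 SD, cut at about 21% in these data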; further: many of its hits are not listed in these tables
Hsp90 inh = displaces geldanamycin probe from tumor Hsp90. NCI-N417 lysate Hsp90, Cy3B-geldanamycin FP displacement. actives 0.35% (n = 64,000). P07900. AID 429. inhibition, % at 30 µM;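 active means inhibition above 50%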;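 further: 0% = tracer plus lysate wells and 100% = tracer alone without lysate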
Abs 340nm = compounds absorbing at 340 nm | 65,000 tested, under 10 active | fold change at 10 µM | compound absorbance at 340 nm, fold over control;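 active means at 10 µM dose, initial 340 nm absorbance at least 2 fold that of control wells; inactive means change under 2 fold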;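 further: initial absorbance extrapolated from kinetic A340 decline of NADH oxidation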
ROCK2 blocker = inhibitors of human Rho kinase 2 | actives 0.35% (n = 60,000) | purified ROCK2, Kinase-Glo ATP depletion luminescence | O75116 | inhibition, % at 6 µM;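 active means inhibition above the screen-wide mean inhibition plus 3 SD, cut at about 18% in these data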;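 further: plate controls were DMSO wells for no effect and Y-27632 control wells after no-enzyme background subtraction for full effect; many of its hits are not listed in these tables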
Cdc25B inh = human M-phase inducer phosphatase 2 inhibition; P30305; recombinant Cdc25B, OMFP fluorescence Ex485/Em525; inhibition, %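 (compounds tested at 10 µM final in the well)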; actives 0.1% (n = 65,000); AID 368; in the data active means inhibition above about 50%
Target sequence (P30305 whole entry, looked up): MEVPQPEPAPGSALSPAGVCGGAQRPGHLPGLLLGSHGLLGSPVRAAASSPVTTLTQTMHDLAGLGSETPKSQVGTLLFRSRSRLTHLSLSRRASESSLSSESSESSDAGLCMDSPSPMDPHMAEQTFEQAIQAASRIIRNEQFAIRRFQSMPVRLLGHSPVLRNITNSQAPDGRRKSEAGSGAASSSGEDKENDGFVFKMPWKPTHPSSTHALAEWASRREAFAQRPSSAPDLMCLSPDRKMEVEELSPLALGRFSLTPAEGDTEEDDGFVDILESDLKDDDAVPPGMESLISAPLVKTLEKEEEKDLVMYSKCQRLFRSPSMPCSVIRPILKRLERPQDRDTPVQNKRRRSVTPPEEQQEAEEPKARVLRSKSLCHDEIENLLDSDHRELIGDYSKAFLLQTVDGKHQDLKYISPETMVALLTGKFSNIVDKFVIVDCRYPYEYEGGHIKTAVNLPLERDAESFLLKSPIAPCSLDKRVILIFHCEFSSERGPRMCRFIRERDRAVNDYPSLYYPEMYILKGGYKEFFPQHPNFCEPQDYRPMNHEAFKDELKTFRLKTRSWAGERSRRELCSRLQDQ
JNK3 blocker = JNK3 (human) kinase inhibition; P53779; purified JNK3 kinase activity, HTS; inhibition, % at 8 µM; actives 0.61% (n = 60,000); AID 746; in the data active means inhibition above about 17%;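 further: 0% = DMSO and 100% = reference inhibitor; many of its hits are not listed in these tables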
Target sequence (P53779 whole entry, looked up): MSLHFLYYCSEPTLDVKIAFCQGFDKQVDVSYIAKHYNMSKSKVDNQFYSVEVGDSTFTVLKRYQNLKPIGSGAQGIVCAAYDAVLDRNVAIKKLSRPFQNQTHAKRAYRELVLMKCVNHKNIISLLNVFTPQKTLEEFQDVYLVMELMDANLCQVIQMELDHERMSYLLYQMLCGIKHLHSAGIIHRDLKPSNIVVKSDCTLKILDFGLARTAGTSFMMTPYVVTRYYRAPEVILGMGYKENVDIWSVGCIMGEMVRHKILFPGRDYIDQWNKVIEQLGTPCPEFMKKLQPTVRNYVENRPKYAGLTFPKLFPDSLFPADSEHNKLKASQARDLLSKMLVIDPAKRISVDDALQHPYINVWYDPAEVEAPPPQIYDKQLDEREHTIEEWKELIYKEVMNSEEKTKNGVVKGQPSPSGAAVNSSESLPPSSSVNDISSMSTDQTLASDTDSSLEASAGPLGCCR
Autofluor 339 = intrinsic fluorescence of library compounds, ex339/em460 – biochemical, MLSMR library, data from DPM-DC assay, artefact control, profiling panel | compound autofluorescence, ex339/em460 nm, NADH buffer; hits give high values; 1 = no-compound wells, NADH background | fluorescence fold increase at 10 µM | actives 5.5% (n = 65,000);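 active means at 10 µM, mean starting fluorescence two-fold or more over control wells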;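 further: signal is the first read of a kinetic run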
HER2 expr 66K = Her2 kinase expression inhibition; P04626; SKBR-3 HER2 protein level, AlphaScreen, 18-24 h; hits give low values; HER2 level % of control, % at 10 µM; actives 0.69% (n = 65,000); AID 645;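 active means HER2 level under 5% of the carrier-only control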;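 further: 100% = DMSO carrier and 0% = 500 nM PU-H71 HSP90 inhibitor; lower value means stronger loss of Her2 protein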
Active calls of the source: *; . = no result given.

smiles	DUSP1 inh	PKA kinase inh	Hsp90 inh	Abs 340nm	ROCK2 blocker	Cdc25B inh	JNK3 blocker	Autofluor 339	HER2 expr 66K
COc1ccc(S(=O)(=O)N2CCOCC2)c(Cl)c1Cl	-12	3	0	1.1	6	-9	-1	1.1	100
COC(=O)CNC(=O)Cn1cnc2sc(C)c(S(=O)(=O)N3CCC(C)CC3)c2c1=O	.	10	.	1	.	.	.	1.1	63
O=C(CN1CCN(Cc2ccccc2)CC1)Nc1ccc(Cl)cn1	9	2	-1	1	-1	-14	-3	1	111
CCOc1cc(-c2conc2N)cc(OCC)c1OCC	1	8	-3	1.1	8	1	-1	1.1	141
CC(=O)Nc1nc(CC(C)C)cc2c1c(=O)oc1ccccc12	22	7	-11	1	7	-7	-1	1.7	103
Cc1nnc(NC(=O)CSc2nnc3scc(-c4ccc(C)c(C)c4)n23)s1	-8	5	3	0.97	3	-3	3	1.2	129
CCOc1ccc(NC(=O)CC2CC(C)(C)OC2=O)cc1 (stereo not drawn)	15	3	1	0.96	6	5	1	1.1	100
CCCOC(=O)CSC1=C(C#N)C(c2ccccc2OC)C(C#N)C(=O)N1 (stereo not drawn)	-25	2	5	1	0	-16	3	1.1	120
C=CCNc1nc(N2CCCCC2)c(C#N)c2c1CN(Cc1ccccc1)CC2	-28	3	-6	1	-11	-15	8	1.4	51
CCOc1ccc2[nH]c(=O)c(C(c3nnnn3C3CCCCC3)N3CCN(CC)CC3)cc2c1 (stereo not drawn)	0	-6	-6	1.1	2	0	-1	3.7*	118
CC(=O)Nc1cccc(N2C(=O)CC(N3CCC(C(=O)N4CCCCC4)CC3)C2=O)c1 (stereo not drawn)	-5	8	3	1	8	-47	0	1.1	110
COCCCNC(=O)Cn1cc2c(n1)CCC(C)C2 (stereo not drawn)	-3	-2	1	1	1	-8	-2	1.1	114
CCCc1cc(=O)[nH]c(SCC(=O)c2cc(C)n(CCOC)c2C)n1	-2	-2	-1	1.1	2	3	1	1	80
CS(=O)(=O)N1CCN(C(=O)c2cc(-c3ccncc3)nc3ccc(Cl)cc23)CC1	14	1	-22	1.1	-2	-7	0	1.1	74
O=C(CSc1nc2ccccc2n1CC(=O)N1CCCC1)NCc1ccc2c(c1)OCO2	1	-4	1	1	-2	4	0	1.1	95

(listing goes on)
smiles	DUSP1 inh	PKA kinase inh	Hsp90 inh	Abs 340nm	ROCK2 blocker	Cdc25B inh	JNK3 blocker	Autofluor 339	HER2 expr 66K
O=S(NC1CCCCC1)C12CC3CC(CC(C3)C1)C2 (stereo not drawn)	15	9	0	1.1	0	-3	6	1.1	78
O=C1c2ccccc2C(Nc2cccnc2)N1Cc1ccccc1Cl (stereo not drawn)	-5	1	0	0.98	-2	-4	-1	1	98
c1cc(-c2nn[nH]n2)ccc1CN1CCCCC1	-13	0	-7	1	6	0	-8	1.1	82
C=C(C)CN(CC)C(=O)CSc1nc2ncc(Cl)cc2[nH]1	10	1	2	1	-1	-8	-3	1.2	113
Cc1nnc(NC(=O)C2CCN(c3cnccn3)CC2)s1	-3	14	0	1.1	4	-4	7	1.4	96
Cc1cc(C)c2c3c(c(-c4ccccc4)n2n1)c(=O)n(C)c(=O)n3C	3	9	0	1.1	8	-4	0	1.1	70
COc1cccc(-c2ccc(-c3noc(-c4ccccc4F)n3)c(OC)n2)c1	26	-8	-4	1.2	-12	-9	-2	3.8*	112
COC(=O)c1cccc(S(=O)(=O)N2CCC(NC(=O)NC34CC5CC(CC(C5)C3)C4)CC2)c1	0	9	-2	1	5	-2	2	1.1	99
COc1cccc(C(=O)OCn2nnc3ccccc3c2=O)c1	9	4	-2	1	.	4	.	1	77
O=C(CSc1ncccn1)NCc1ccccc1Cl	2	5	-6	1	6	1	4	1.1	97
C=CCN(CC=C)C(=O)Cc1ccc(F)cc1	0	4	-5	1	1	-1	-2	1.1	88
CCN1C(=O)C(O)(CC(=O)c2ccc(-n3cccc3)cc2)c2ccccc21 (stereo not drawn)	-4	3	-1	1.1	5	2	-6	1.1	103
FC(F)(F)Oc1ccc(Nc2nc3ccccc3o2)cc1	-1	4	-2	0.98	2	1	0	1.1	75
O=C1C2CC=CCC2C(=O)N1CC1CCCO1 (stereo not drawn)	0	8	-10	1.1	4	-5	-3	1.1	93
O=C(O)C1CCC(CNCc2cccnc2)CC1 (stereo not drawn)	21	13	-3	1	5	-24	-1	0.99	98

(further entries)
smiles	DUSP1 inh	PKA kinase inh	Hsp90 inh	Abs 340nm	ROCK2 blocker	Cdc25B inh	JNK3 blocker	Autofluor 339	HER2 expr 66K
COc1cc(C)c(C(C)C)cc1S(=O)(=O)N1CCN(C)CC1	-2	7	3	0.98	2	-10	-6	1.1	78
COc1ccc(OC)c(C2=NOC(C(=O)Nc3cccc(C(C)=O)c3)C2)c1 (stereo not drawn)	6	5	-2	1	2	1	10	1.5	114
CCOC(=O)N1CCN(S(=O)(=O)c2ccc(Br)s2)CC1	6	11	1	0.99	7	1	-2	1.1	92
CCOC(=O)C1CCN(C(=O)CSc2cc(=O)n(C)c3ccccc23)CC1	4	6	-1	1	0	-3	-4	1.3	84
COc1ccc2c(c1)CCc1c(C(=O)N3CC4(C)CC3CC(C)(C)C4)noc1-2 (stereo not drawn)	8	6	-5	0.98	3	-33	-2	1	64
O=C(OCCN1C(=O)c2ccccc2C1=O)c1cc(S(=O)(=O)N2CCOCC2)ccc1Cl	15	9	-2	1	-1	-30	7	1	86
COc1cc(OC)c(C2C(C(=O)Nc3ccccc3)=C(C)Nc3ncnn32)cc1OC (stereo not drawn)	-2	1	-7	1	1	5	0	1	91
CCOc1ccc2[nH]c(C)c(CN3CCCCC3)c(=O)c2c1	5	16	-1	1.1	4	-3	-4	3*	124
CCN(CC)C(=O)C1CCN(Cc2ccc(Br)cc2)CC1	13	-5	-1	1.1	-4	1	1	2.7*	67
O=c1[nH]c(=O)n(CCO)c2nnn(Cc3ccccc3)c12	-8	7	1	1	2	3	0	1.1	81
CCCc1cc(=O)n2[nH]c(CCc3ccccc3)nc2n1	-20	-5	-4	0.98	-3	4	1	1.2	88
Cc1cccc(C)c1NC(=O)CSCCO	-24	4	-3	0.99	7	0	-1	0.96	96
O=C(C1CCN(S(=O)(=O)c2cccs2)CC1)N1CCCCCC1	13	9	-2	1	.	-12	.	1	100
O=C(NC1CCC(NC(=O)C(F)(F)C(F)F)CC1)C(F)(F)C(F)F (stereo not drawn)	-2	4	-4	1.1	5	-5	0	1.1	98
c1ccc(CC2CNc3ccccc3CN2)cc1 (stereo not drawn)	-3	-5	-5	1	1	-2	3	1.4	67

Other entries.
smiles	DUSP1 inh	PKA kinase inh	Hsp90 inh	Abs 340nm	ROCK2 blocker	Cdc25B inh	JNK3 blocker	Autofluor 339	HER2 expr 66K
CCC(C)NS(=O)(=O)c1cccs1 (stereo not drawn)	-9	4	-6	0.98	5	5	-1	1.1	100
COc1ccccc1-n1c(CNC(=O)c2ccccc2)nnc1SCC(=O)Nc1nnc(C)s1	32	4	-2	1.1	0	1	0	1.1	107
CC(C)C(c1nnnn1C1CCCC1)N1CCN(C(=O)c2ccco2)CC1 (stereo not drawn)	5	2	1	1	9	-4	5	1.1	84
CCCn1c2ccccc2c2nnc(SCC(=O)Nc3ncccn3)nc21	20	5	-3	1	13	-1	-1	1	84
Cc1cc(NC(=O)CCOc2ccccc2)no1	-8	5	-3	0.99	8	-11	-2	1	104
C/C(=N\O)C1(C)N(O)C(C)(C)C(c2ccc(Br)cc2)=[N+]1[O-] (stereo not drawn)	-11	1	2	0.99	-4	10	-3	1.1	137
COc1ccc(S(=O)(=O)CCc2nc3ccccc3s2)cc1	-1	1	-5	0.99	1	-1	3	1	86
CCN(CCCNC(=O)C1CCN(S(=O)(=O)c2c(C)[nH]c(=O)[nH]c2=O)CC1)c1cccc(C)c1	6	-2	-7	1	.	-9	.	1.1	91
CC1Cc2ccccc2N1C(=O)CSc1nnc2n1C(C)(C)Cc1ccccc1-2 (stereo not drawn)	3	0	-1	0.99	5	-6	-1	1	115
COc1ccc(NC(=O)Cn2nnc(C(N)=O)c2N)c(OC)c1	0	7	1	0.98	3	9	4	1.1	39
CCOC(=O)c1ccc2[nH]cc(C(C)=O)c(=O)c2c1	-1	-9	-1	1.1	.	-8	.	1.4	123
CC1(C)[N+]([O-])=C2C(=[N+]([O-])C1(C)C)c1ccccc1/C2=N\O	-30	-12	0	1.1	-10	2	8	1	107
COc1ccccc1CNC(=O)c1ccc(CNc2c(N3CCCC3)c(=O)c2=O)cc1	3	-4	0	1.1	2	0	-6	1	104
COc1ccc2c(c1)c(C(=O)N1CCN(C)CC1)c(C)n2-c1ccccc1	-2	-3	0	1	.	-5	.	1.1	90
COC(=O)COc1ccc(S(=O)(=O)Nc2ccc3c(c2)OCO3)cc1	-3	8	23	1	0	2	-7	1.1	-11*

(listing goes on)
smiles	DUSP1 inh	PKA kinase inh	Hsp90 inh	Abs 340nm	ROCK2 blocker	Cdc25B inh	JNK3 blocker	Autofluor 339	HER2 expr 66K
CCN(CC)CCCN1C(=O)c2oc3ccccc3c(=O)c2C1c1cccnc1 (stereo not drawn)	17	9	1	1.1	-1	1	-2	1.3	105
Cc1onc(-c2ccccc2Cl)c1C(=O)NCc1ccco1	20	-4	-15	1	2	5	-4	1.3	89
COc1ccc(-c2cc(C(F)F)n3ncc(C(=O)N4CCSCC4)c3n2)cc1	8	-5	-6	1.2	2	-5	-6	3.5*	104
CC(=O)C1=C(O)C=C(c2ccco2)CC1c1ccco1 (stereo not drawn)	-1	7	1	1.1	7	-3	0	1	76
COC(=O)c1c(NC(=O)C2CC2)sc2c1CCN(C(C)=O)C2	2	7	-5	1.1	7	-10	5	1.2	107
CS(=O)(=O)N(CC(=O)NCc1ccc2c(c1)OCO2)Cc1ccccc1	3	10	-6	1	6	-6	0	1.1	143
COc1ccc(NC(=O)CSC2=NC(=O)CC(C)=N2)cc1	-5	9	0	0.98	4	-3	-1	1	80
COc1ccc(OC)c(NC(=O)C(CC(C)C)NC(=O)C2CCCCC2)c1 (stereo not drawn)	7	7	.	1	.	-2	.	1.1	86
COc1ccc2[nH]c(=O)c(CN(Cc3nnnn3Cc3ccco3)C3CCCCC3)cc2c1	-13	10	-5	1	3	3	4	1.5	69
Cc1cccc(C(=O)NC2CC3CCCC(C2)N3C(=O)NC2CCCCC2)c1 (stereo not drawn)	28	8	-10	1	3	-14	-8	1.1	111
CC1CCN(Cc2nc3c(c(=O)n(C)c(=O)n3C)n2CCc2ccccc2)CC1	12	7	-4	0.98	11	-18	5	1.1	92
Cc1ccc2c(NC(=O)C3CC3)cccc2n1	4	5	-4	0.97	1	4	5	1.1	96
Cc1scc(C(=O)Nc2ccon2)c1-c1ccccc1	4	11	-7	1	8	-3	-4	1.1	119
COC(=O)NCC(c1cccnc1)N1CCN(c2ccccc2F)CC1 (stereo not drawn)	-4	6	-1	1	1	8	4	1.1	111
Cc1nc(CNS(=O)(=O)c2cc(F)ccc2F)cs1	5	10	4	0.96	6	-20	-4	0.89	89

Single records, from the list above. Order of values: DUSP1 inh | PKA kinase inh | Hsp90 inh | Abs 340nm | ROCK2 blocker | Cdc25B inh | JNK3 blocker | Autofluor 339 | HER2 expr 66K
Shown for `CC(=O)C1=C(O)C=C(c2ccco2)CC1c1ccco1` (stereo not drawn) = -1 | 7 | 1 | 1.1 | 7 | -3 | 0 | 1 | 76
Shown for `Cc1cccc(C(=O)NC2CC3CCCC(C2)N3C(=O)NC2CCCCC2)c1` (stereo not drawn) = 28 | 8 | -10 | 1 | 3 | -14 | -8 | 1.1 | 111

Continued.
smiles	DUSP1 inh	PKA kinase inh	Hsp90 inh	Abs 340nm	ROCK2 blocker	Cdc25B inh	JNK3 blocker	Autofluor 339	HER2 expr 66K
CCOC(=O)CC(=O)CSc1nnc2c(n1)[nH]c1ccccc12	-4	-4	-1	1.2	-1	15	4	1	87
Cc1nc2[nH]c(=O)c3c(n2n1)NC1=C(C(=O)CC(C)(C)C1)C3c1ccccc1 (stereo not drawn)	-19	2	-2	1.1	0	-31	5	4*	87
O=C(CSCc1cnn(-c2ccccc2)c1-n1cccc1)NCC1CCCO1 (stereo not drawn)	6	-5	0	1	.	-11	.	1.1	112
Cc1ccc(CC(=O)Nc2nncs2)cc1	28	14	-2	1	.	-1	.	1.1	112

An excerpt (hit frequency here may not be typical).
